Screening data deposited in PubChem by several laboratories.
NPR2 activator: GC-B (human) receptor activation; P20594; HEK293-GC-B cells, CNP EC30, cGMP TR-FRET; 0% at EC30 CNP, 100% saturating CNP; activation, % at 10 µM; hit rate 0.11% among 370,000; AID 1920062;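 active means activation at 10 µM reaching about 35% in either raw or pattern-adjusted values, limit read from the data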
Target sequence (P20594 whole entry, looked up): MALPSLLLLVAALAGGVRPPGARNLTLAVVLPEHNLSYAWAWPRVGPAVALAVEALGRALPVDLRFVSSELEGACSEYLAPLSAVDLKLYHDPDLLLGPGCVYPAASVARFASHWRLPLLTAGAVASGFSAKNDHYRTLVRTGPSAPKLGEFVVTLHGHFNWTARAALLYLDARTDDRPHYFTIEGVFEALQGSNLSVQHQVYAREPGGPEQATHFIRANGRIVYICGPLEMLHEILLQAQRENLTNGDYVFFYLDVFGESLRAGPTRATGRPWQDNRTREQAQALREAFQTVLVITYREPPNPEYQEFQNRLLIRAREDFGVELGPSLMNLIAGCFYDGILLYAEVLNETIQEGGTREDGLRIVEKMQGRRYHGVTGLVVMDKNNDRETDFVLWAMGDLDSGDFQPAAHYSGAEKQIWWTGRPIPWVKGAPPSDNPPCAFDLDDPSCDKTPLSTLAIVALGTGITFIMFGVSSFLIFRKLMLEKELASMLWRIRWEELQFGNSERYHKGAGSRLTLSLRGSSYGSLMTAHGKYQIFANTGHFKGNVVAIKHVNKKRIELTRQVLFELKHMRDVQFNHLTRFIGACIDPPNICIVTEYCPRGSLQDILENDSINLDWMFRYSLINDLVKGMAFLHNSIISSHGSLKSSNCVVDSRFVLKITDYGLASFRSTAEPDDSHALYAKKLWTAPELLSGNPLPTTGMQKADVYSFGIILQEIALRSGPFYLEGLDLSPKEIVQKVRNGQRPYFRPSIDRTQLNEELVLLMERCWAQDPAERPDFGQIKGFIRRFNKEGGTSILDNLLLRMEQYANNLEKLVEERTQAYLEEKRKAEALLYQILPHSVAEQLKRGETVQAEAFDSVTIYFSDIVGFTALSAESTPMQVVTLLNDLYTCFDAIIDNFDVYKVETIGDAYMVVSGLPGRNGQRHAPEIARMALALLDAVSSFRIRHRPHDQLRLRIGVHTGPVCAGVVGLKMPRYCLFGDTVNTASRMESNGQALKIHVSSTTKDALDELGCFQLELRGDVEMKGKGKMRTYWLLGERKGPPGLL
DAX1 inh-1: inhibitors of human orphan nuclear receptor DAX1 (NR0B1). P51843. HEK293 Gal4-DAX1 luciferase reporter, luminescence. inhibition, % at 6.75 µM. hit rate 0.99% among 340,000. AID 504766;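 active means inhibition above the mean over all tested compounds plus 3 SD, cut at about 4.2% in these data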;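 further: 0% = DAX1-transfected cells with DMSO and 100% = empty-vector control cells with DMSO; inhibition shows as a rise in luminescence from relieved DAX1 repression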
HGIII-sPLA2 inh: Inhibits HGIII-sPLA2 liposome hydrolysis, primary screen. QFRET BODIPY PC-A2 liposome hydrolysis, fluorescence. hit rate 0.56% among 370,000. inhibition, % at 12.2 µM;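 active means inhibition above mean plus 3 SD of compounds lying within the high and low control bounds, cut at about 19% in these data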;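 further: 0% = median of test compound wells and 100% = no enzyme DMSO wells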
hcDAF-12 act: activates DAF-12 receptor from parasite H. contortus; HEK293 hcDAF-12 lit1-tk-luc reporter, luminescence; 0% DMSO, 100% Δ7-dafachronic acid; activation, % at 6.8 µM; hit rate 1.4% among 370,000; AID 652067;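 active means activation above the mean of all tested compounds plus 3 SD, cut at about 5.5% in these data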;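 further: 100% = response to 3 µM Δ7-dafachronic acid high control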
NPR1 activator: GC-A (human) enzyme activation; P16066; HEK293 GC-A cells, cGMP TR-FRET, EC30 ANP; 0% at EC30 ANP, 100% saturating ANP; hit rate 0.14% among 370,000; activation, % at 10 µM; AID 1671463; in the data active means activation above about 40%
GAA850 FXN act: frataxin GAA850 promoter activation; HEK293 lucGAA850 FXN promoter luciferase reporter, 24 h; percent of 10 µM SAHA response; activation, % at 6 µM; hit rate 0.56% among 360,000;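 active means activation above the average of all compounds screened plus 3 SD, cutoff fixed separately per campaign, cut at about 7.5% in these data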;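 further: 0% = DMSO wells and 100% = 10 µM SAHA wells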
hgDAF12 agonist: hgDAF-12 agonism, primary luciferase screen; activation, % at 6.8 µM; hit rate 1.8% among 370,000; HEK293 GAL4-hgDAF12 UAS-luciferase reporter, agonist luminescence; normalized to butyrate control; AID 687014;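 active means activation above a cutoff set at the mean of all screened compounds plus 3 SD, cut at about 10% in these data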;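 further: 0% = DMSO wells and 100% = sodium butyrate wells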
DAX1 inh-2: blocks DAX1 repression of SF-1 activated StAR promoter; inhibition, % at 6.8 µM; hit rate 1.1% among 370,000; HEK293T StAR-luciferase reporter, SF-1/DAX-1 repression relief; AID 652010;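 active means inhibition above the mean over all tested compounds plus 3 SD, cut at about 3.6% in these data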;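 further: 0% = DAX-1 cells with DMSO and 100% = cells lacking DAX-1 with DMSO; higher inhibition means more luminescence from relief of DAX-1 repression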
ssDAF-12 act: activates DAF-12 receptor from parasite S. stercoralis. HEK293 ssDAF-12/GRIP1 lit1-tk-luc reporter, luminescence; % of 3 µM dafachronic acid response. activation, % at 6.8 µM. hit rate 1% among 370,000;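 active means activation above the mean over all tested compounds plus 3 SD, cut at about 0.9% in these data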;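 further: 0% = DMSO-only wells and 100% = 3 µM delta7-dafachronic acid wells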
ADAM10 inh: inhibits human ADAM10; O14672; hit rate 0.62% among 370,000; recombinant ADAM10, EDANS/DABCYL FRET peptide cleavage, 3 h; inhibition, % at 7 µM;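 active means inhibition above a per-campaign cutoff equal to the mean of compounds falling between control-based bounds plus 3 SD, cut at about 20% in these data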;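 further: 0% = DMSO wells while the 100% control is not disclosed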
SMARCA2 act: SMARCA2 function activation, primary screen; MG213 cells, MMTV-luciferase reporter, dexamethasone, overnight; activation, % at 9.1 µM; hit rate 1% among 370,000; AID 652017; in the data active means activation above about 7.8%;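 further: 0% = vehicle wells and 100% = reference activator wells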
* hit, by the source's call; i = inactive; / = not tested or not shown.

Molecule	SMARCA2 act	DAX1 inh-1	NPR1 activator	HGIII-sPLA2 inh	hcDAF-12 act	NPR2 activator	GAA850 FXN act	DAX1 inh-2	ssDAF-12 act	ADAM10 inh	hgDAF12 agonist
O=CC(Cl)P(=O)(N1CCOCC1)N1CCOCC1 (stereo not drawn)	2	3.5	-2	2	-0.4	2	-1.2	-0.2	-1.4	0	-0.3
COC(=O)C1=COC(C)C2CN3CCc4c([nH]c5cc(OC)ccc45)C3CC12 (stereo not drawn)	0	/	-1	-67	3.6	-5	-2.7	-0.7	-1.0	-253	-1.8
COc1cc(OC)c(OC)cc1CN1CCN(C(=O)Cc2ccccc2)CC1	3	1.8	4	1	-1.2	-4	1.4	0.0	-2.0	-2	-1.2
COC(=O)C1=C(c2ccc(-c3ccccc3)c(F)c2)C[C@@H]2CC[C@H]1N2C(=O)N1CCCCC1	-3	-4.1	0	0	-4.0	-4	-6.7	-1.8	-2.1	2	-1.1
C[C@H]1OC[C@@H](C[N+](C)(C)C)O1	-4	-0.1	-4	5	-1.3	-12	-1.2	0.1	-0.8	-4	-4.2
CN1CCN(c2ccc(/C=C3\C(=O)NC(=S)N(c4cccc(Br)c4)C3=O)o2)CC1	2	0.2	4	-12	-2.1	3	0.5	0.0	-1.1	-2	-2.5
Fc1ccccc1CNC1CN2CCC1CC2 (stereo not drawn)	-1	0.2	1	-2	-2.0	5	-1.8	0.1	-1.2	0	-2.5
C=C1C2C[C@@]3([C@@H]1O)[C@@H](C[C@@H]2O)[C@@]12C4[C@@H]3C[C@@H]1[C@@](C)(CC[C@@H]2O)CN4CC	-3	-0.6	4	1	-0.9	10	-0.1	-0.3	-0.9	-5	-0.8
O=[N+]([O-])c1ccc(C2C3C(c4ccccc4)=NC4(CCCCC4)N32)cc1 (stereo not drawn)	-1	-0.3	-4	0	-1.4	-5	2.4	0.3	-1.3	-3	-0.5
c1cc2c(cc1C1OCC3C(c4ccc5c(c4)OCO5)OCC13)OCO2 (stereo not drawn)	1	1.8	3	3	-0.7	-10	0.0	0.6	-0.6	-3	-2.0
CCOc1cc(/C=C2\C(=O)NC(=O)N(CCc3ccc(F)cc3)C2=O)ccc1O	0	1.1	9	-6	0.7	-5	-0.2	-0.7	-0.9	1	-1.4
COc1cc(/C=C2\C(=O)NC(=O)N(CCc3ccc(F)cc3)C2=O)ccc1O	-2	-1.3	10	-6	0.0	-8	2.0	-0.2	-1.0	-8	-3.8
COC(=O)C1=C(c2ccc(OC(F)(F)F)cc2)C[C@@H]2CC[C@H]1N2C(=O)N1CCOCC1	-1	-1.1	1	6	-3.1	-2	-0.2	-1.1	-1.8	-7	-1.2
c1ccc(C2(N3CCCCC3)CCCCC2)cc1	-1	-0.3	0	4	-1.5	-12	1.6	-0.3	-0.9	-9	2.9
CSCCC(c1nnnn1C1CCCCC1)N1CCC2(CC1)C(=O)NCN2c1ccccc1 (stereo not drawn)	-2	/	-8	0	2.5	-9	/	-0.2	-0.8	-2	2.9

Random excerpt: 2 records from the list.
Molecule	SMARCA2 act	DAX1 inh-1	NPR1 activator	HGIII-sPLA2 inh	hcDAF-12 act	NPR2 activator	GAA850 FXN act	DAX1 inh-2	ssDAF-12 act	ADAM10 inh	hgDAF12 agonist
O=[N+]([O-])c1ccc(C2C3C(c4ccccc4)=NC4(CCCCC4)N32)cc1 (stereo not drawn)	-1	-0.3	-4	0	-1.4	-5	2.4	0.3	-1.3	-3	-0.5
COC(=O)C1=C(c2ccc(-c3ccccc3)c(F)c2)C[C@@H]2CC[C@H]1N2C(=O)N1CCCCC1	-3	-4.1	0	0	-4.0	-4	-6.7	-1.8	-2.1	2	-1.1

(listing goes on)
Molecule	SMARCA2 act	DAX1 inh-1	NPR1 activator	HGIII-sPLA2 inh	hcDAF-12 act	NPR2 activator	GAA850 FXN act	DAX1 inh-2	ssDAF-12 act	ADAM10 inh	hgDAF12 agonist
CCOC(=O)C(O)(c1ccc(N(CC)C(=O)OC)cc1)C(F)(F)F (stereo not drawn)	-1	-0.9	3	1	-3.0	3	1.4	0.2	-0.7	-6	-0.7
CN(C/N=C(\N)N[N+](=O)[O-])S(=O)(=O)c1ccccc1	1	/	-4	-2	1.8	-3	1.9	0.1	-1.0	-4	3.7
Nc1ccc2ccccc2c1	0	0.9	1	7	5.2	0	-1.0	1.1	0.9*	-130	0.2
COc1ccc(OC)c(NC(=O)N2C[C@H]3C[C@@H](C2)c2cccc(=O)n2C3)c1	-4	0.7	-2	8	-1.0	-4	0.3	2.0	-1.0	-8	-0.3
CNC(=O)O/N=C/c1nn(C(=O)C(C)(C)C)cc1Br	-1	2.7	-3	-20	0.3	0	1.1	-0.1	-0.8	-7	-0.4
O=C1NC(c2cc3ccccc3nc2Cl)Nc2ccccc21 (stereo not drawn)	-2	-2.0	-4	7	-1.7	-5	3.8	0.5	-1.8	-2	-0.7
CN(C)CCN=Cc1c(O)n(Cc2ccco2)c(=O)[nH]c1=O	-5	-0.3	-3	10	-1.2	-4	-0.5	-0.2	-1.0	-10	0.0
O=S1(=O)CC2(N3CCOCC3)CCCCCCC21 (stereo not drawn)	-2	-0.3	5	-1	0.8	-3	-0.5	0.4	-2.0	-4	1.0
O=C(Nc1nccs1)c1c(O)c2c(n(Cc3ccco3)c1=O)CCCC2	-3	1.3	-4	3	4.8	-1	1.6	0.2	1.3*	0	1.1
COc1ccc(/C=C/C(=O)c2c(O)n(CCC3=CCCCC3)c(=O)[nH]c2=O)cc1	-1	1.5	0	4	-1.2	-6	3.0	0.2	-0.6	2	2.0
Nc1c2c(nc3ccccc13)CCN(Cc1ccccc1)C2	2	0.6	15	-6	6.1*	-8	1.3	-0.2	0.2	-94	3.6
Cc1cccc(NC(=O)N2C[C@H]3C[C@@H](C2)c2cccc(=O)n2C3)c1	-3	2.5	3	11	2.1	2	1.1	0.6	-1.0	-13	-0.8
CCOC(=O)c1ccccc1NC(=O)c1c(O)[nH]c(=O)[nH]c1=O	0	1.1	3	5	-0.5	-1	-0.1	0.4	-1.4	-8	-0.2
O=C1CC(=O)N(c2cccc(C(F)(F)F)c2)C(=O)N1	-3	0.1	3	1	2.0	1	0.5	-0.2	-1.1	-9	1.5
Fc1ccc(Cn2nnnc2C(c2ccc(F)cc2)N2CC=C(c3ccc(F)cc3)CC2)cc1 (stereo not drawn)	-2	0.5	3	0	0.5	3	-0.5	-0.1	-1.1	6	-0.8
O=C(CCl)Nc1nccs1	1	-0.5	-4	1	-0.7	5	0.1	-1.7	-1.0	-1	-8.1
Cc1cc(C)cc(NC(=O)CCNC(=O)N2C[C@H]3C[C@@H](C2)c2cccc(=O)n2C3)c1	0	4.3*	0	2	-1.7	0	-1.3	0.2	-1.7	-3	-3.1
CC(=O)c1ccc(-c2ccccc2)cc1	2	-0.6	1	0	1.0	-1	4.9	0.7	-0.6	-4	4.5
C=C(CO)CC1CC(O)[C@]2(C)OC3CC4OC5C[C@]6(C)O[C@]7(C)CCC8OC9C[C@]%10(C)OC%11C(C)=CC(=O)OC%11CC%10OC9C[C@@H](C)C8OC7CC6O[C@]5(C)C/C=C\C4OC3CC2O1 (stereo partly drawn)	0	0.4	6	0	0.6	6	-2.1	0.5	-1.2	-5	1.5
O=C(c1cc2c(s1)CCCCCC2)N1CCC2(CC1)OCCO2	3	0.3	-1	1	-0.3	-2	2.5	-0.8	-1.4	3	2.0
O=C(C[n+]1ccn(CCCNP2(=O)C=C(c3ccccc3)OC(c3ccccc3)=C2)c1)c1ccccc1	-2	2.5	-2	-63	-1.5	6	2.1	0.5	0.0	15	-0.1
CCOC(=O)c1sc(/N=C/c2c(O)n(-c3ccccc3)c(=O)[nH]c2=O)c(C#N)c1C	-2	-1.1	4	-10	-1.8	-2	3.9	-0.3	-1.2	-31	-0.1
CCOC(=O)C1(CCc2ccccc2)CCN(Cc2cccc3cnccc23)CC1	-5	0.0	-2	-6	-0.3	-3	2.8	0.6	-0.3	-10	-1.6
Cc1ccccc1-n1c(C)nc2ccsc2c1=O	-2	1.9	3	0	-0.8	2	0.9	-0.1	-0.9	-3	0.1
CC12C=CC(=O)C=C1CC(O)C1C2CCC2(C)C1CCC2(C)O (stereo not drawn)	-3	3.4	4	0	-0.8	-1	-1.7	0.5	-0.9	0	-0.3
CCc1ccc(CN2CCN(C(=O)Cc3ccccc3)CC2)cc1	-5	-0.2	0	0	-1.1	-3	-0.8	-1.0	-0.8	-5	-3.7
Cc1ccc2c(c1)C1CN(C)CCC1N2C(=O)Nc1cccc(C(F)(F)F)c1 (stereo not drawn)	-8	0.1	-6	-5	0.4	-9	-1.6	0.4	-1.4	-5	-1.1
CCCNc1oc(-c2cccc3ccccc23)nc1C#N	2	0.8	11	-3	0.2	-3	4.4	-0.1	-0.9	i	0.1
CCCN(CC1CC1)CC(O)c1ccccc1 (stereo not drawn)	-2	0.1	1	-1	0.8	3	0.8	-0.6	-0.9	-1	1.1
O=C(Cc1ccccc1)N1CCN(C2CCCCCC2)CC1	0	0.1	-2	1	1.6	5	-1.1	0.7	-1.6	-1	0.3
O=C1NC(=O)N(Cc2ccccc2)C(=O)/C1=C\N1CCCc2ccccc21	-3	0.1	4	-8	-0.2	4	0.1	-0.1	0.1	-100	2.0
O=C(Nc1cccc2ccccc12)N1CCC2(CC1)OCCO2	1	-0.3	2	6	1.0	2	5.2	0.1	0.8	-264	4.3
O=P(Nc1ccccc1)(Nc1ccccc1)Oc1cccc(Cl)c1	-2	-1.6	-22	-7	-2.4	-5	-3.0	0.0	-1.2	14	-4.2
O=C(O)Cn1cc(C(=O)c2ccccc2)c2ccccc21	-1	0.9	4	-2	1.0	-1	-1.3	0.6	-0.3	0	-0.2

Some of the compounds tested; the hit share may differ from the screen's.
